IDE cell inh: cellular human IDE inhibition; P14735; HEK cells, FAbetaB cleavage, fluorescence polarization; inhibition, % at 5.59 µM; 320,000 compounds, 0.41% hits; AID 434962;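 active = percent inhibition above the average of all tested compounds plus 3 SD, set per screening campaign, cut at about 16% in these data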;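 note: IDE supplied by intact live HEK cells; FP after avidin binding of uncleaved biotin substrate so inhibition keeps polarization high; 0% = DMSO wells and 100% = 60 µM reference IDE inhibitor Ii1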
GPR7 antag: human neuropeptides B/W receptor 1 antagonism; GPR7-expressing cells, fluorescence antagonist assay; P48145; inhibition, % at 4.4 µM; 290,000 compounds, 1.1% hits; in the data active = inhibition above about 16%, passing the limit was not always enough;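 note: cells stimulated with the agonist NPW; 0% = agonist with vehicle and 100% = vehicle without agonist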
Target sequence (P48145 whole entry, looked up): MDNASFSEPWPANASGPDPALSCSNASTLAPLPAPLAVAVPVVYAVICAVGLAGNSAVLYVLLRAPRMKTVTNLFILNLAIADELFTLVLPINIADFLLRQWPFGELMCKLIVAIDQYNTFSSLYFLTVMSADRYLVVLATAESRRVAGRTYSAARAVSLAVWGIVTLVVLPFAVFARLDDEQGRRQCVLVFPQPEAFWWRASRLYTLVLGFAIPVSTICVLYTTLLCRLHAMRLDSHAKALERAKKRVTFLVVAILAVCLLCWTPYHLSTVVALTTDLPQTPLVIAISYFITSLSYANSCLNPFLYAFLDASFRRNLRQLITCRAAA
M18AAP inhibitor: blocks P. falciparum M18 aspartyl aminopeptidase; AID 1822; inhibition, % at 7.35 µM; 290,000 compounds, 1.2% hits; recombinant PfM18AAP, H-Glu-NHMec fluorogenic cleavage;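 active = inhibition above the campaign mean inhibition over all tested compounds plus 3 SD, cut at about 28% in these data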;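 note: 0% = plate median of test compound wells and 100% = 2 mM ZnCl2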
IMP-1 inh: blocks Pseudomonas aeruginosa IMP-1 metallo-beta-lactamase; purified IMP-1, nitrocefin hydrolysis, epi-absorbance fluorescence; inhibition, % at 5.6 µM; 290,000 compounds, 0.45% hits;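 active = inhibition above the mean plus 3 SD of all compounds in the same screening run, cut at about 4.5% in these data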;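 note: 0% = IMP-1 with DMSO and 100% = DMSO wells lacking enzyme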
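system = purified recombinant IMP-1 beta-lactamase | amount = 0.2 nM IMP-1, as dispensed | medium = HEPES buffer pH 7.1 with ZnSO4 and Brij 35 | times = 25 °C, 15 min preincubation, 25 min reaction | detection = plate fluorescence quenching by hydrolysis product, ex 480/em 530 nm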
PHOSPHO1 block: blocks human PHOSPHO1 phosphatase activity. Q8TCT1. recombinant PHOSPHO1, absorbance phosphatase assay. inhibition, % at 13.3 µM. 290,000 compounds, 1.1% hits. AID 1565; in the data active = inhibition above about 60%
Target sequence (Q8TCT1 whole entry, looked up): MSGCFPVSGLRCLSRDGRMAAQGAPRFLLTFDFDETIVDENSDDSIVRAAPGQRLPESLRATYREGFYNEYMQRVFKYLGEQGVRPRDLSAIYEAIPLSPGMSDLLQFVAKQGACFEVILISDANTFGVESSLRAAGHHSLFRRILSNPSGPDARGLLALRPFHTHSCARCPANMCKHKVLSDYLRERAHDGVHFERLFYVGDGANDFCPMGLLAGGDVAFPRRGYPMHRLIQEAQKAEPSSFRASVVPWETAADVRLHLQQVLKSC
VIM-2 inhibitor: blocks Pseudomonas aeruginosa VIM-2 metallo-beta-lactamase; purified VIM-2, nitrocefin hydrolysis, epi-absorbance fluorescence; inhibition, % at 5.6 µM; 290,000 compounds, 0.89% hits;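 active = inhibition above the mean of all tested compounds plus 3 SD, cutoff set per screening run, cut at about 7.5% in these data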;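 note: red hydrolysis product quenches plate fluorescence so inhibitors raise well fluorescence; 0% = enzyme with DMSO and 100% = DMSO without enzyme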
NALP1 yeast inh: blocks the NALP1 inflammasome reconstituted in yeast. S. cerevisiae NALP1/ASC/caspase-1 growth, X-gal OD620, 72 h. inhibition, % at 10 µM. 280,000 compounds, 0.61% hits. AID 2071; in the data active = inhibition mostly above about 24%, no sharp cut-off; inactive = mostly below about 32%; note: some compounds called inactive have numbers as strong as hits
IDE cell activ: activators of human insulin-degrading enzyme in cells; activation, % at 5.96 µM; 340,000 compounds, 0.073% hits; HEK cells, FAbeta-B cleavage, fluorescence polarization; 0% vehicle, 100% cell-free pure enzyme wells; P14735; AID 493087;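 active = activation above the mean of all tested compounds plus 3 SD, set per screening campaign, cut at about 17% in these data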
pCIP destab: lowers stability of the mouse p/CIP coactivator protein. Q05BA5. F442A p/CIP-EGFP cells, EGFP fluorescence, 16 h. decrease of EGFP signal, % at 10 µM. 290,000 compounds, 0.01% hits;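 active = EGFP signal decrease of at least 30% at 10 µM or well 3 SD below plate mean, unless failing retest; inactive = the rest, including hits failing retest or dose response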; note: some compounds called inactive have numbers as strong as hits; many of its hits are not listed in these tables
* = called active by the depositor; . = not tested or not shown. Compounds were not picked by outcome; any-hit rate near 5.3%.

SMILES	IDE cell inh	GPR7 antag	M18AAP inhibitor	IMP-1 inh	PHOSPHO1 block	VIM-2 inhibitor	NALP1 yeast inh	IDE cell activ	pCIP destab
COc1ccc(CC(=O)NC2CCN(CC(=O)Nc3ccc4c(c3)OCCO4)CC2)cc1OC	6	7	1	12*	10	-4.4	13	5	-5
COc1cccc(OC)c1C(=O)NNS(=O)(=O)c1ccc2ccccc2c1	.	-7	2	0.1	31	0.6	-8	6	-10
CN(CC(=O)NCc1cccnc1)S(=O)(=O)c1ccccc1	6	-5	-15	-1.9	22	-0.9	.	6	-2
CC1(C)C(=O)Nc2ccccc2N1C(=O)CSc1nc(-c2ccccc2)cs1	5	-5	-4	-0.7	-1	-1.4	-20	4	-4
CC(=O)Nc1ccc(-c2nnc(SCC(=O)Nc3ccc4c(c3)oc3ccccc34)n2C)cc1	1	14	2	-2.0	-14	-1.4	-19	-2	-21
CCOC(=O)/C(=N/Nc1ccccc1OC)N1CCCc2ccccc21	-1	-3	2	-2.3	29	-1.4	1	-2	1
O=C(COC(=O)Cn1cnc2ccccc21)Nc1ccc2c(c1)C(=O)c1ccccc1C2=O	4	-6	-1	-5.3	-15	2.1	50*	4	-17
COc1ccc(OC)c(NC(=O)CSc2ccc(-c3ccco3)nn2)c1	2	9	-23	-2.0	-78	-2.3	-5	0	4
N#C/C(=C\Nc1ccc(Cl)cn1)S(=O)(=O)c1ccccc1	-1	-14	8	-3.5	45	-2.6	4	2	4
COc1cccc(C(=O)CC(=O)C(=O)Nc2cccc([N+](=O)[O-])c2C)c1	2	-10	5	-2.3	-2	-5.5	3	1	-4
CCOc1ccc(NC(=O)CNC(=O)c2nn(-c3ccc(OC)c(OC)c3)c(=O)c3ccccc23)cc1	4	-11	1	-1.3	36	-1.1	6	1	2
Cc1c(Cl)c(=O)n2c(=O)c(Cl)c(C)n12	3	-8	2	-2.8	-13	-0.6	-8	4	2
Cc1ccc2nc(N/N=C/c3ccccc3F)nc(-c3ccccc3)c2c1	15	-4	22	-4.7	14	-1.2	38	-1	-15
Cc1ccc(C)c(N2CN(CCC3=CCCCC3)CNC2=S)c1	-2	1	-5	-1.6	33	-0.5	11	-1	3
CSCC[C@H](NC(=O)CCNC(C)=O)c1nc2ccccc2[nH]1	-3	2	0	-4.6	17	-4.3	1	-1	5
Cc1cc(-c2ccc(C)c(S(=O)(=O)NCCN3CCC(C)CC3)c2)on1	-1	-11	-3	0.8	32	-0.9	20	-3	8
CN(C)CCNC(=O)/C=C/c1cn(-c2ccccc2)nc1-c1cc2ccccc2oc1=O	-1	-15	3	-1.7	2	2.5	7	7	-6
COC(=O)[C@H](CC(C)C)NC(=O)NC1CCCCC1C (some centres undefined)	2	7	-2	-4.3	23	-2.5	-1	4	-8
CC(NC(=O)C1C2C=CC(C2)C1C(=O)O)c1ccccc1 (centres undefined)	-5	2	-7	2.4	5	-0.7	.	-2	-8
Fc1ccc(C2C3=C(Nc4ncnn42)c2ccccc2OC3c2ccncc2)cc1 (centres undefined)	11	-4	-3	-0.2	10	-3.5	0	-2	-5
Cc1c(C(c2ccccc2Br)c2c(C)n(C)n(-c3ccccc3)c2=O)c(=O)n(-c2ccccc2)n1C	1	15	6	-3.8	4	-3.3	-4	6	-3
Cc1cccc(Cc2nnc(CCC(=O)N(C)CCc3ccccc3)o2)c1	1	-6	-1	-0.4	14	-0.3	17	3	-10
Cc1cc(=O)oc2c(CN3CCN(CCO)CC3)c(O)ccc12	5	-7	6	-4.2	14	-1.9	0	1	-3
O=C1Nc2ccccc2C12OC1CCCCC1O2 (centres undefined)	-2	-11	0	-1.7	40	-1.1	23	4	-4
CCOC(=O)N1CCC(Nc2c(NCCCN3CCN(c4ccc(OC)cc4)CC3)c(=O)c2=O)CC1	0	-16	7	-3.5	42	-5.5	3	-5	-12
(cont.)
SMILES	IDE cell inh	GPR7 antag	M18AAP inhibitor	IMP-1 inh	PHOSPHO1 block	VIM-2 inhibitor	NALP1 yeast inh	IDE cell activ	pCIP destab
O=C(COc1ccc2c(c1)CCC2)NCc1ccc(Cl)cc1	4	-4	-1	-2.8	-2	0.0	28	0	5
Cc1cccc2cc(C#N)c(SCCN3CCCCC3)nc12	2	-7	1	-1.7	.	1.8	.	.	.
N#Cc1ccc(Sc2ccccn2)c([N+](=O)[O-])c1	3	-17	2	-2.7	4	-2.5	3	9	-8
CCOc1ccc(N(C(=O)CNS(=O)(=O)c2ccccc2)C(CC)C(=O)NCc2ccco2)cc1 (centres undefined)	6	2	-6	-2.2	8	-1.8	-7	4	4
CCS(=O)(=O)N1CCN=C1SCc1ccc(F)cc1	3	-7	0	-2.3	28	-2.6	14	5	2
Cc1cccc(NC(=O)c2c(C)cc(=O)oc2C)n1	0	-11	-3	-1.9	1	-2.4	1	3	3
Cc1ccccc1Nc1cc(C(=O)NCc2ccco2)c2ccccc2n1	4	-12	-6	0.2	-12	-0.6	22	-3	-3
O=C(Nc1cccc(F)c1)c1cccnc1NCCc1ccccc1	-1	-3	3	-2.3	6	-4.5	22	3	1
Cc1ccc(C)c(-n2c(SCC(=O)NC(C(=O)O)C(C)C)nnc2-c2cccc(Cl)c2)c1 (centres undefined)	2	4	5	-0.7	32	-2.0	-19	-1	10
C/C(=C\C(=O)Nc1nccs1)c1ccccc1	3	-8	-3	-1.5	-17	-3.5	13	7	7
C1=C(c2ccccc2)Nc2ccccc2N=C1c1ccccc1	-3	-8	5	-3.0	-5	-1.6	15	-2	4
N=c1c2c3c(sc2ncn1Cc1ccccc1)CCCC3	1	4	-6	0.0	-16	0.1	26	-2	-6
CCOC(=O)c1oc2nc(C(C)C)c3c(c2c1N)CCC3	2	-2	-2	-1.3	24	0.9	19	1	-15
COc1ccc(S(=O)(=O)N2CCC(C(=O)N[C@@H](C)C(=O)N3CCCCCC3)CC2)cc1	4	-4	0	-3.0	8	-1.5	13	0	4
S=C(Nc1ccc(Cl)cc1)Nc1cccc2cnccc12	-6	-14	14	-0.6	17	1.8	23	-4	-1
CCCCNS(=O)(=O)c1ccc2nc(-c3cccnc3)cc(C(=O)NCC(OC)OC)c2c1	1	-14	4	-1.8	44	-4.1	-1	3	-8
Cc1ccccc1CN(C)CC(=O)Nc1c(C)cccc1C(C)C	3	7	-2	-0.5	-19	-0.7	6	-3	11
O=C(Nc1nnc(S(=O)(=O)N2CCCC2)s1)c1cccc([N+](=O)[O-])c1	-4	-10	4	-2.0	38	-5.1	-22	1	2
Cc1cc(N2CCN(S(=O)(=O)c3ccc4ccccc4c3)CC2)n2ncnc2n1	0	3	-1	-2.1	-11	-0.6	4	1	-7
Cc1nc2nc(-c3ccccc3)cc(=O)n2[nH]1	2	-16	3	-3.2	-34	-1.9	-7	0	-5
COC(=O)c1cnc(NNC(=O)c2ccc([N+](=O)[O-])cc2)nc1C(F)(F)F	2	-13	2	-3.6	43	-4.3	0	0	-10
COc1ccc(C([O-])=Nc2ccc[n+](-c3nc4ccccc4nc3NS(=O)(=O)c3ccccc3)c2)cc1	4	-7	-1	-1.1	10	0.1	2	.	-21
COc1ccc2cc3cc(C(=O)N4CCN(Cc5ccc6c(c5)OCO6)CC4)oc3nc2c1	11	-2	-6	-4.0	56	-0.3	8	5	-7
CCOC1(C(F)(F)F)NC(=O)N(Cc2ccc(OC)cc2)C1=O (centres undefined)	8	-2	-4	-3.0	2	-5.0	15	4	-7
CCCCOc1ccccc1C1CC(=O)NC2=C1C(=O)CCC2 (centres undefined)	0	20*	7	-0.6	25	-0.7	13	-1	-10
New compounds follow
SMILES	IDE cell inh	GPR7 antag	M18AAP inhibitor	IMP-1 inh	PHOSPHO1 block	VIM-2 inhibitor	NALP1 yeast inh	IDE cell activ	pCIP destab
CN1CCN(NC(=O)c2cn(-c3ccccc3)nc2-c2cccc(Br)c2)CC1	0	0	-2	-1.8	28	-0.7	7	3	-4
COc1cc(C2CC(=O)N3CN(c4ccccc4C)CSC3=C2C#N)cc(OC)c1OC (centres undefined)	5	-20	33*	-3.6	88*	-2.6	21	.	-16
COc1ccc(C(O)Cc2nc3ccccc3n2C)cc1OC (centres undefined)	-1	-6	5	-2.5	-5	-0.5	28	8	7
CC(=O)N[C@@H](Cc1c[nH]c2ccccc12)C(=O)NC1CC1	11	4	-1	-5.3	20	-3.5	1	0	-4
O=C(Nc1ccc(F)cc1)Nc1ccc(NC(=O)c2ccccc2O)cc1	1	8	5	-0.5	8	1.8	.	.	-5
COc1ccc(-c2cc(C(F)(F)F)c3c(N)c(C(=O)NCCSC)sc3n2)cc1	-1	-1	4	-0.7	45	3.0	11	0	-13
Cn1c(CS/C(N)=N/N=C/c2ccccc2)c(Br)c(=O)n1-c1ccccc1	2	-12	15	-2.2	-13	-2.6	20	-12	-2
C=CCCCCCCCCc1nc(SCC(=O)O)n[nH]1	1	-12	4	-3.4	-8	-1.7	-10	4	-1
COc1cccc(C2C(C(=O)c3sc(C)nc3C)=C(O)C(=O)N2CCN2CCOCC2)c1 (centres undefined)	-1	-4	-8	-1.0	16	-0.9	2	5	-12
CCCCC(=O)NNC(=O)CC(=O)Nc1ccccc1C(=O)O	-2	-12	-16	-3.1	19	-2.9	7	-1	-7
Cc1ccc(OCC(=O)OC2CCS(=O)(=O)C2)cc1 (centres undefined)	0	-6	9	-4.4	11	-4.0	-8	4	3
Cc1ccc(S(=O)(=O)N/N=C/c2cccs2)cc1	0	1	7	-2.4	-7	-2.4	7	3	1
Cc1onc(-c2ccccc2)c1C(=O)N1CCN(Cc2ccccc2)CC1	-1	-18	-2	-3.1	18	-2.2	-1	4	-13
CCN(CC)S(=O)(=O)c1ccc2c(c1)c(C(=O)O)cn2C	3	-6	-11	0.8	-48	-0.4	-10	-1	-12
O=C(CCl)c1ccc2c(c1)CCN2C(=O)C1CCCCC1	0	2	0	-0.7	-10	-2.6	-12	2	-10
S=c1[nH]nc(-c2cc(-c3ccccc3)n[nH]2)n1/N=C/C(Br)=C/c1ccccc1	0	-14	1	-3.4	19	-1.9	-6	.	-17
Cc1ccc2occ(/C=N/NC(=O)c3ccncc3)c(=O)c2c1	.	-16	0	6.4*	23	-4.0	11	7	-11
Cc1ccc(NC(=O)c2ccc(-n3cncn3)c([N+](=O)[O-])c2)cc1	2	-2	-1	-2.1	44	-8.9	38	-2	1
Cc1ccc(CNC(=O)N2CCN(C)CC2)cc1	4	-1	-1	-2.8	7	-3.2	9	-1	9
CC(=O)Nc1c(-c2ccccc2Cl)c(=O)c2ccccc2n1C	6	-1	0	-3.5	6	-2.4	20	2	-6
CCOc1ccc(N2C(=O)CC(NCCc3c[nH]c4ccccc34)C2=O)cc1 (centres undefined)	9	-1	3	-0.9	-16	-1.9	-1	4	1
CCCCNC(=O)c1cc2c(-c3ccc(Cl)cc3)nn(C)c2s1	-1	2	4	-3.5	3	-4.3	10	3	-2

Some of these compounds in order of their number in GPR7 antag, ascending.
SMILES,GPR7 antag
Cc1ccc2occ(/C=N/NC(=O)c3ccncc3)c(=O)c2c1,-16
CCN(CC)S(=O)(=O)c1ccc2c(c1)c(C(=O)O)cn2C,-6
Cc1ccc(CNC(=O)N2CCN(C)CC2)cc1,-1
